SRC2 inh: inhibition of GAL4-SRC2 driven luciferase reporter, primary screen, SRC2 inhibitor project, cell-based, luminescence; inhibition, % at 9 µM; HEK293 GAL4-SRC2 luciferase reporter; hit rate 0.17% among 370,000; Nuclear receptor coactivator 2 (Homo sapiens), Q15596;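 active = inhibition above the mean inhibition of all tested compounds plus 3 SD, set per campaign, cut at about 52% in these data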;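 note: 0% = DMSO treated cells and 100% = cells given Gossypol at 36 µM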
Target sequence (Q15596 whole entry, looked up, the tested form may be a part): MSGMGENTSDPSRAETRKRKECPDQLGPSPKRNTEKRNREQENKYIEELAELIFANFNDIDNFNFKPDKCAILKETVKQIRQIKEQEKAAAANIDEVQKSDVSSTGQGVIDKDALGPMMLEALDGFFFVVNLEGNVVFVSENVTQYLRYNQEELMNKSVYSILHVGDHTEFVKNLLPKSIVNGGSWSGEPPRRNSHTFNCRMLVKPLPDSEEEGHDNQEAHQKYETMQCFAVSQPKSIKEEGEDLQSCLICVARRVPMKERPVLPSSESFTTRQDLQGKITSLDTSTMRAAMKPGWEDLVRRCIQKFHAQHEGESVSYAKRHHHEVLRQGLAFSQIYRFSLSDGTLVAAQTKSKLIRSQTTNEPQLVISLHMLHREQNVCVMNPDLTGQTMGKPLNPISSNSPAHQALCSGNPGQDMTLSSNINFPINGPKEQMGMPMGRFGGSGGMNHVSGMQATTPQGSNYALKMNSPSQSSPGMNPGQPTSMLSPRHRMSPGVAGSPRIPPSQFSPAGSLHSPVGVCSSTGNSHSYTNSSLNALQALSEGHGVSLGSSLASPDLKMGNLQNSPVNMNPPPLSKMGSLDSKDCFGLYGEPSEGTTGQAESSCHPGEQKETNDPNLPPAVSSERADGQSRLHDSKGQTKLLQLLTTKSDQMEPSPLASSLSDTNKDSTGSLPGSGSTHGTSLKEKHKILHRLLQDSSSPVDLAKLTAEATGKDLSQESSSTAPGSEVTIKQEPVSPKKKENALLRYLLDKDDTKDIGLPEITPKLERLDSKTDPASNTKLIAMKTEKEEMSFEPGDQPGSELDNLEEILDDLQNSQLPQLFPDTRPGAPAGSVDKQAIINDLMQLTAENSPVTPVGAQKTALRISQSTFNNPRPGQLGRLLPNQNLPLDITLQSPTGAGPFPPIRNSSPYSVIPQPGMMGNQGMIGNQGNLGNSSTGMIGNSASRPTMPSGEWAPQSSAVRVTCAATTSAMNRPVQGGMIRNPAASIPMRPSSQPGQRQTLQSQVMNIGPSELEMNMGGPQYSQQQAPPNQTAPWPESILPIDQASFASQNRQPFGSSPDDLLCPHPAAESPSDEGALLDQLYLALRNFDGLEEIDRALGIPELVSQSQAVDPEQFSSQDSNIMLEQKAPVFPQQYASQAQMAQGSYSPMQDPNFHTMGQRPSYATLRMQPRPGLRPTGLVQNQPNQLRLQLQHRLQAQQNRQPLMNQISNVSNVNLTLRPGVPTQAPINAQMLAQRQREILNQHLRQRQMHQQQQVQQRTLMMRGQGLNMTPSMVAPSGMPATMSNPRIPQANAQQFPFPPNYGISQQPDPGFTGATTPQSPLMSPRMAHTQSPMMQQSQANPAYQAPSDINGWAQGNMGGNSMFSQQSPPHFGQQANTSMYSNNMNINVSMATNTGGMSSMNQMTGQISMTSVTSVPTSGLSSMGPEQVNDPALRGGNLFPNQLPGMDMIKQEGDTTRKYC
COUP-TFII inh: NR2F2 transcriptional activity inhibitors, primary screen, cell-based, luciferase reporter, HEK293T, luminescence; HEK293T NGFI-A luciferase reporter; inhibition, % at 8.6 µM; hit rate 0.7% among 370,000; AID 686940, 2013;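 active = inhibition above a per-plate cutoff, mean inhibition of test wells between control levels plus 3 SD, cut at about 38% in these data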;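 note: cells cotransfected with COUP-TFII expression vector driving the NGFI-A reporter; 0% = median of COUP-TF2 test wells and 100% = reporter-only cells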
Starred values were filed as active, the others as inactive. Some of the compounds tested (hit frequency here may not be typical).

no.	compound	COUP-TFII inh	SRC2 inh
1	CC(=O)NC(Cc1ccccc1C)C(=O)NC1CCN(c2ncccc2[N+](=O)[O-])CC1 (stereo not drawn)	-1	-27
2	COC(=O)[C@]12C[C@H](CC(=O)NCCC(C)C)C(=O)N(Cc3ccc(Cl)cc3Cl)C1=C[C@H](C(C)C)O[C@@H]2C1CC1	-9	-12
3	COc1cc(/C=C(/C#N)c2nc(-c3cc4ccccc4oc3=O)cs2)cc([N+](=O)[O-])c1O	16	2
4	O=C(c1ccc(Br)cn1)N1CCC(Oc2cccnc2)CC1	2	4
5	NCCN1CCN(S(=O)(=O)c2ccc3c(c2)CCN3C(=O)C2CCC2)CC1	-25	-3
6	COc1ccccc1CNC(=O)c1cccc(-c2ccc(C)c3ccccc23)n1	-12	3
7	O=C(NS(=O)(=O)c1cccs1)[C@H]1O[C@@H](n2ccc(=O)[nH]c2=O)[C@H](O)[C@@H]1O	-5	-20
8	CCCC[C@H]1C2CC(OC(=O)Nc3ccc(Br)cc3)C(C2)[C@H]2CCCCN21 (stereo partly drawn)	-20	-11
9	CN(C)[C@@H]1CCN(c2cccc3c2S(=O)(=O)N2CC[C@H](C2)O3)C1	-7	-23
10	O=C(c1ccccc1Oc1ccccc1)N1CCC(Oc2cccnc2)CC1	-8	-13
11	CN(c1cccnc1)c1ccc(NC(=O)Cc2c[nH]c3ccccc23)cc1-c1ccc(F)c(F)c1	-2	-2
12	CCN(CC)c1ccc(NC(=O)c2cc3c(C)nn(-c4ccccc4)c3s2)cc1	17	-12
13	CC(C)(C)OC(=O)NCCc1ccccc1/C=C/S(=O)(=O)NC1CCCC1	0	2
14	CC(C)(C)c1ccc(-c2nnc(SCC3CCCCO3)n2-c2ccc(Cl)cc2)cc1 (stereo not drawn)	12	-2
15	O=C1NC(c2ccc(Br)cc2)c2c(-c3ccccc3)n[nH]c21 (stereo not drawn)	-2	-17

Random excerpt: 4 records from the list, in no set order.
no.	compound	COUP-TFII inh	SRC2 inh
12	CCN(CC)c1ccc(NC(=O)c2cc3c(C)nn(-c4ccccc4)c3s2)cc1	17	-12
7	O=C(NS(=O)(=O)c1cccs1)[C@H]1O[C@@H](n2ccc(=O)[nH]c2=O)[C@H](O)[C@@H]1O	-5	-20
10	O=C(c1ccccc1Oc1ccccc1)N1CCC(Oc2cccnc2)CC1	-8	-13
13	CC(C)(C)OC(=O)NCCc1ccccc1/C=C/S(=O)(=O)NC1CCCC1	0	2

Next part:
no.	compound	COUP-TFII inh	SRC2 inh
16	COC(=O)[C@]12C[C@H](CC(=O)NCc3cccc4ccccc34)C(=O)N(Cc3ccc(Cl)cc3Cl)C1=C[C@H](C(C)(C)C)O[C@@H]2C	-16	11
17	CCOC(=O)N1CCN(C(=O)C[C@@H]2C(=O)N(Cc3ccc(OC)cc3)C3=CCN(C(=O)OC(C)(C)C)C[C@]32C(=O)OCC)CC1	-3	-11
18	O=C(CSc1nc2ccccc2n1Cc1ccccc1)NN=C/C=C/c1ccccc1	-13	11
19	Cc1ccc(NC(=O)CSc2nnc(-c3cccnc3)n2Cc2ccco2)cc1C	-12	-19
20	O=C(NCCN1CCC(Cc2ccccc2)CC1)C1CCCN(S(=O)(=O)c2ccc(Br)s2)C1 (stereo not drawn)	32	23
21	CCOc1cc(CCNC(=O)c2cc(-c3ccccc3)c(N3CCOCC3)s2)ccc1OC	36	14
22	COc1cccc(N2CCN(CC(=O)N(C)Cc3ccc(F)cc3)CC2)c1	2	-19
23	C[C@H]1[C@@H](C(=O)N2CCCC2)CC(=O)/C(=N/OCc2ccccc2)C[C@@H]1c1ccccc1	-2	14
24	Cc1noc(C)c1S(=O)(=O)N1CCCc2nc(-c3ccccc3)ccc21	14	-81
25	COc1cc(C2NCCc3c2[nH]c2ccccc32)ccc1OC(C)C (stereo not drawn)	5	6
26	COC(=O)[C@]12CCCCC=C1N(Cc1ccc(OC)cc1)C(=O)[C@@H]2CC(=O)NCc1cccs1	2	-18
27	COCc1cc(N2CCN(C(=O)OC(C)(C)C)C[C@H]2C)ccc1Br	14	9
28	Cc1nc2c(c(=O)c3ccccc3n2C)c(=O)n1C1CCCC1	19	-1
29	COc1ccc(Nc2nc(Cl)nc(N3CCN(c4ccc(OC)cc4)CC3)n2)cc1	4	0
30	Cc1ccc2c(c1)-c1c(cnn1CC(=O)NCCc1ccc(O)cc1)CO2	10	1
31	COC(=O)[C@]12C[C@H](CC(=O)NCc3ccc(OC)c(OC)c3)C(=O)N(Cc3ccc(Cl)cc3Cl)C1=C[C@H](COCc1ccccc1)O[C@@H]2C	22	-31
32	O=C(Cn1nnc(N2CCOCC2)n1)NN=Cc1ccccc1Cl	6	-19
33	COC(=O)[C@]12C[C@H](CC(=O)NCCCCc3ccccc3)C(=O)N(Cc3ccco3)C1=C[C@H](C(C)(C)C)O[C@@H]2C	-9	-5
34	COc1ccc(C(=O)OCCCN(C)C2CN(Cc3cn(Cc4cccc(F)c4)nn3)S(=O)(=O)C2)cc1OC (stereo not drawn)	1	-26
35	CCC(=O)OCCCN1C(=O)CCC12CCC(C)CC2 (stereo not drawn)	4	-11
36	COC(=O)c1cc(-c2cccc(C(C)C)c2)c(=O)n2c1CCC2	11	-13
37	C=CS(=O)(=O)N(Cc1nnn(Cc2ccccc2)c1Br)[C@@H](CC(C)C)C(=O)OC	8	24
38	Cc1nc2ccc(S(=O)(=O)NCC(=O)N(C)Cc3ccc(F)cc3)cc2s1	4	-2
39	CCOC(=O)[C@]12CCCCC/C=C\1N(CCc1ccc(Cl)cc1)C(=O)[C@H]2CC(=O)NCCCN1CCCC1=O	4	-17
40	C[C@@H]1CCCCO[C@@H](CN(C)Cc2ccc(C(=O)O)cc2)[C@@H](C)CN([C@H](C)CO)C(=O)c2cc(NS(C)(=O)=O)ccc2O1	0	-7
41	N#CCC[C@H]1CC[C@]2(CCCN(C(=O)C3CCCCC3)C2)O1	-7	-21
42	C[C@H]1C2CC(OC(=O)Nc3ccc(C(F)(F)F)cc3)C(C2)[C@H]2CCCCN21 (stereo partly drawn)	-7	-30
43	Cc1nc(SCC(=O)c2cc3ccccc3oc2=O)c(C#N)c(C)c1C(=O)Nc1ccccc1	10	-5
44	COc1ccc(C2CC=C(C(=O)O)C(c3ccccc3F)N2S(=O)(=O)c2ccc(C)cc2)cc1OC (stereo not drawn)	13	3
45	COc1cccc(-c2nnc(SCC(=O)OC(C)C)n2-c2ccc(Cl)cc2)c1	8	5
46	O=S1(=O)c2ccc(Br)cc2OC[C@@H](Cc2ccccc2)N1Cc1cn(Cc2ccc(F)cc2)nn1	2	11
47	O=C(NCCc1ccccc1)OCc1cn(-c2cccc(Cl)c2)nn1	4	11
48	Cc1cccc(NC(=O)C2CCCN2S(=O)(=O)c2cccc3cccnc23)c1C (stereo not drawn)	6	-6
49	CC(C)(C)N1Cc2nnn(Cc3ccccc3)c2-c2ccccc2S1(=O)=O	0	3
50	Fc1cccc(CNC(=S)OC2CCC23CCC(c2ccccc2)CC3)c1 (stereo not drawn)	3	-12
51	Cc1ccc(C)c(-n2nnnc2SCC(=O)c2c(N)n(C)c(=O)n(C)c2=O)c1	19	-7
52	COC[C@H]1CCCN1c1cccc2c1S(=O)(=O)N(C1CC1)CC[C@@H](C)O2	9	-30
53	Nc1[nH]c2cc(C(F)(F)F)ccc2c1C(=O)N1CCN(CCc2ccccc2)CC1	8	-20
54	COC(=O)[C@]12C[C@H](CC(=O)NCCCN3CCCC3=O)C(=O)N(Cc3ccccc3)C1=C[C@H](C(C)(C)C)O[C@@H]2C	-1	4
55	COc1ccc(-n2c(COc3ccc(Cl)cc3)nnc2SCc2nc3ccccc3[nH]2)cc1	7	-10
56	CC1(C)CC(=O)N(CC(=O)N2CCN(c3cccc(C(F)(F)F)c3)CC2)c2ccccc2S1(=O)=O	5	4
57	CC(C)(C)OC(=O)NCc1cc2c(cc1/C=C/S(=O)(=O)NC1CCCC1)OCO2	-9	8
58	C=CCN(Cc1ccc2c(c1)OCO2)C(C#Cc1ccccc1)c1ccccc1C(F)(F)F (stereo not drawn)	-17	-8
59	Cc1ccc(N2C(=O)c3cccc4c(C(=O)O)ccc(c34)C2=O)cc1	6	-7
60	CCCCCC[C@H](CN(CCCC)S(C)(=O)=O)c1ccccc1	14	0
61	COc1ccc(-n2c(SCC(=O)Nc3ccc(Oc4ccccc4)cc3)nnc2-c2ccco2)cc1	-2	26
62	CCC(=O)Nc1ccc2c(c1)C(=O)N(C)[C@@H]1CC[C@@H](CC(=O)NCCc3ccccc3)O[C@H]1CO2	19	-19
63	Nc1[nH]c(C(=O)c2ccc(Br)cc2)c(-c2c(F)cccc2F)c1C(=O)NCCc1c[nH]c2ccccc12	6	11
64	Cc1ccc(-n2c(SCC(=O)Nc3cccc(C)c3)nc3c(oc4ccccc43)c2=O)cc1	13	-1
65	C=C(C)/C=C1/CN(Cc2ccc3c(c2)OCO3)C(=N)N1C(=O)OCc1ccccc1	16	15
66	COCc1[nH]nc2c1C(c1ccc(C)cc1)N(Cc1ccccc1)C2=O (stereo not drawn)	13	-1
67	COc1ccc(-c2noc(C3CCCN(C(=O)NC4CCC(C)CC4)C3)n2)cc1 (stereo not drawn)	-29	-45
68	CC(=O)N(Cc1ccccc1)c1nccs1	10	-17
69	COc1ccc(Cn2ccc3ccc(-c4ccc5ccn(C(=O)c6ccccc6C)c5c4)cc32)cc1	-9	-9
70	Cc1ccc(NC(=O)N(Cc2ccco2)Cc2cc3cc(C)cc(C)c3nc2Cl)cc1	-10	-17
71	CCNC(=O)N(C)[C@H]1C[C@@H](c2ccccc2)N(C(C)=O)C[C@H]1CO	-2	-3
72	CCCCCC[C@@H](CC)CN(C(=O)Oc1ccccc1)c1ccccc1	-14	-6
73	COC(=O)C[C@@H]1CC[C@H]2[C@H](COc3ccc(NC(=O)Nc4ccc(C#N)cc4)cc3C(=O)N2C)O1	4	22
74	COC(=O)[C@]12C[C@H](CC(=O)N3CCCCC3)C(=O)N(Cc3ccccc3)C1=C[C@H](C1CCCC1)O[C@@H]2C	11	12
75	O=C(N/N=C/c1ccc2nccnc2c1)c1ccccc1O	-25	-25

Four entries already listed, arranged by the number in SRC2 inh, highest first:
| no. | mol | COUP-TFII inh | SRC2 inh |
| --- | --- | --- | --- |
| 48 | Cc1cccc(NC(=O)C2CCCN2S(=O)(=O)c2cccc3cccnc23)c1C (stereo not drawn) | 6 | -6 |
| 69 | COc1ccc(Cn2ccc3ccc(-c4ccc5ccn(C(=O)c6ccccc6C)c5c4)cc32)cc1 | -9 | -9 |
| 10 | O=C(c1ccccc1Oc1ccccc1)N1CCC(Oc2cccnc2)CC1 | -8 | -13 |
| 52 | COC[C@H]1CCCN1c1cccc2c1S(=O)(=O)N(C1CC1)CC[C@@H](C)O2 | 9 | -30 |

Following part.
no.	compound	COUP-TFII inh	SRC2 inh
76	COc1ccc(Cl)cc1NC(=O)c1cccc(S(=O)(=O)Nc2c(C)n(C)n(-c3ccccc3)c2=O)c1	11	-28
77	C=CCN1C(=O)N/C(=C/c2ccc(N3CCOCC3)o2)C1=O	-6	9
78	COC(=O)[C@]12C[C@H](CC(=O)N3CCCCC3)C(=O)N(Cc3ccco3)C1=C[C@H](C1CCCC1)O[C@@H]2C	-19	15
79	CCOC(=O)CC[C@@]1(C(=O)OCC)C[C@@H](CC(=O)NCCc2ccccc2OC)C(=O)N2CCCC=C21	-33	-8
80	COC(=O)C1CN(Cc2cn(CCOC(C)=O)nn2)CCS(=O)(=O)N1Cc1ccc(F)cc1 (stereo not drawn)	1	2
81	C=CCN1[C@@H](C)COc2cccc(F)c2S1(=O)=O	13	-24
82	O=c1[nH]cnc2nn(C3OC(CO)C(O)C3O)nc12 (stereo not drawn)	-3	16
83	CCOC(=O)C1=C(C(=O)OCC)C2N(Cc3ccc(C#N)cc3)c3ccccc3[C@@]23C[C@@H](C(=O)OC)N(S(=O)(=O)c2ccc(C)cc2)C3=N1 (stereo partly drawn)	-4	3
84	C[C@H]1[C@H](c2ccccc2)Oc2ccc(Cl)cc2S(=O)(=O)N1C[C@@H]1CCCN1C(=O)OC(C)(C)C	16	-4
85	CCNC(=O)N(C)[C@H]1C[C@H]2c3[nH]c4c(-c5cccc(C)c5)cccc4c3CCN2C[C@H]1[C@H](C)O	12	-5
86	Cc1ccccc1CS(=O)(=O)Cc1ccc(C(=O)Nc2ccc(F)cc2)o1	53*	18
87	COC(=O)[C@H](Cc1ccccc1)N1Cc2ccccc2Oc2cc(Br)ccc2S1(=O)=O	-2	5
88	C[C@@H]1CN([C@@H](C)CO)C(=O)c2cc(Br)cnc2O[C@@H]1CN(C)Cc1ccccn1	-10	17
89	COc1ccc(-n2c(COc3ccccc3)nnc2SCC(=O)Nc2ccccc2-c2ccccc2)cc1	14	5
90	CC1CCCN(CCCNS(=O)(=O)c2cc3c(cc2Br)CCN3C(=O)C2CC2)C1 (stereo not drawn)	0	1
91	CC(C)C(=O)N[C@H]1[C@H](O)CCC[C@@]12C(=O)N(Cc1ccccc1)c1ccccc12	-2	5
92	O=C(C1CCCN(S(=O)(=O)c2ccc(F)cc2)C1)N1CCN(Cc2ccccc2)CC1 (stereo not drawn)	14	17
93	COC(=O)[C@@H](Cc1ccc(O)cc1)NC(=O)[C@H]1O[C@@H](n2cnc3c(=O)[nH]c(N)nc32)[C@H](O)[C@@H]1O	-17	-2
94	CC(C)NC(=O)C1CCN(c2cncnc2)CC1	-5	-4
95	COc1ccc(C(=O)N2CCC[C@@H]2C(=O)N2CCC[C@@H]2C(=O)NCc2ccccc2)cc1F	1	-17
96	COc1ccc(CSc2nnc(SCC(=O)Nc3ccc4c(c3)OCO4)s2)cc1	14	17
97	COC(=O)C1=C(C)N(Cc2cccc(C(F)(F)F)c2)C(=NCc2ccccc2C(F)(F)F)NC1c1ccccc1C(F)(F)F (stereo not drawn)	10	5

Screens: PubChem, The Scripps Research Institute Molecular Screening Center
